Source: PubChem (The Scripps Research Institute Molecular Screening Center)
PAD4 inh: blocks human protein arginine deiminase 4; Q9UM07; recombinant PAD4, RCA probe fluorescence polarization; inhibition, % at 6.36 µM; 330,000 tested, 0.41% active; AID 485272;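 active means percent inhibition above a cutoff equal to the mean of all tested compounds plus 3 SD, cut at about 15% in these data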;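 further: 0% = PAD4 with RCA probe and DMSO and 100% = probe without PAD4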
Target sequence (Q9UM07 whole entry, looked up): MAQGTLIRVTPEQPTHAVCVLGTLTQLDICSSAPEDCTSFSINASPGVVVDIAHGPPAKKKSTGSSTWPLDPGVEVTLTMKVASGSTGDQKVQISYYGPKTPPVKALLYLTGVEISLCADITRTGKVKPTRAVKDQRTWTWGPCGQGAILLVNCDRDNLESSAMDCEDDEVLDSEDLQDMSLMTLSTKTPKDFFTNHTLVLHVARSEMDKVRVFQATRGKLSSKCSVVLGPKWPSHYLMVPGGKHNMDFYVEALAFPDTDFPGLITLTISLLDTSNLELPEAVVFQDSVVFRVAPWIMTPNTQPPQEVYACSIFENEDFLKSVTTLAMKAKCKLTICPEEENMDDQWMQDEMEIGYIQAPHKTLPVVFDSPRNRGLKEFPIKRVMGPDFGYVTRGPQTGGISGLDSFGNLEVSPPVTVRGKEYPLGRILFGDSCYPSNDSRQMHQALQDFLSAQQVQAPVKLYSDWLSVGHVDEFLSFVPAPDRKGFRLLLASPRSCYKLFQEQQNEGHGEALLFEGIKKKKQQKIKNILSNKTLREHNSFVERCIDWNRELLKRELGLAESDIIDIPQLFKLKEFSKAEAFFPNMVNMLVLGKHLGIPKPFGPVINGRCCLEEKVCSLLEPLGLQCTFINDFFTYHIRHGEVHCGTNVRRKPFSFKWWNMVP
PREPL inh: inhibits the human prolyl oligopeptidase-like enzyme; Q4J6C6; recombinant PREPL, fluorescence polarization activity-based probe; inhibition, % at 5.96 µM; 320,000 tested, 0.68% active; AID 2751; in the data active means inhibition above about 43%;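 further: 0% = enzyme with DMSO and 100% = wells lacking enzyme; many of its hits are not listed in these tables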
PAFAH1B3 inh: PAFAH1B3 (human) inhibition; Q15102; recombinant PAFAH1B3, FP-rhodamine probe, fluorescence polarization; inhibition, % at 3.39 µM; 340,000 tested, 0.28% active;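 active means inhibition above the screen-wide average of all tested compounds plus 3 SD, cut at about 25% in these data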;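 further: 0% = enzyme with DMSO only and 100% = wells lacking PAFAH1B3 protein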
LYPLA1 counter: LYPLA1 (human) inhibition in PME1 counter-screen; inhibition, % at 5.9 µM; recombinant LYPLA1, FP-Rh probe fluorescence polarization; O75608; 320,000 tested, 0.16% active; AID 2174;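 active means inhibition above the mean of all tested compounds plus 3 SD, set per campaign, cut at about 14% in these data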;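 further: inhibitors block serine hydrolase probe labeling of LYPLA1 so polarization falls; 0% = enzyme with DMSO and 100% = wells lacking LYPLA1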
Target sequence (O75608 whole entry, looked up): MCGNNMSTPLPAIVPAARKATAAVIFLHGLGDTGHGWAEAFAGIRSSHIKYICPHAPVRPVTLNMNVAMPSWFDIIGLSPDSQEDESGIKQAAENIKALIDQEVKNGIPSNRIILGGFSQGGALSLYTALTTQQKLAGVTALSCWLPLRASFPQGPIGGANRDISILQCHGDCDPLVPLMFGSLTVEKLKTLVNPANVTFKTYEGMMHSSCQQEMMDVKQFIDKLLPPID
pPAFAH inh: pPAFAH (human) enzyme inhibition | Q13093 | recombinant pPAFAH, FP-rhodamine probe fluorescence polarization | inhibition, % at 3.39 µM | 330,000 tested, 1.5% active | AID 463082;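 active means inhibition above the mean inhibition across the screen plus 3 SD, cut at about 25% in these data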;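 further: inhibitors block binding of the rhodamine activity-based probe so polarization drops; 0% = enzyme with DMSO and 100% = wells lacking pPAFAH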
PME-1 primary: blocks human protein phosphatase methylesterase 1 | 320,000 tested, 0.53% active | inhibition, % at 5.9 µM | Q9Y570 | recombinant PME-1, FP-Rh probe fluorescence polarization | AID 2130;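 active means inhibition above the campaign mean of all compounds plus 3 SD, cut at about 26% in these data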;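 further: competitive labeling of PME-1 active site by serine hydrolase directed probe; 0% = PME-1 with DMSO and 100% = wells lacking PME-1 enzyme; inhibitors block probe labeling so polarization falls and inhibition rises; many of its hits are not listed in these tables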
LYPLA2 counter: counter-screen for PME1 inhibitors: inhibitors of human LYPLA2; 320,000 tested, 0.38% active; AID 2177; recombinant LYPLA2, FP-Rh probe fluorescence polarization; inhibition, % at 5.9 µM; O95372;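 active means inhibition above the screen-wide mean plus 3 SD, limit set per campaign, cut at about 26% in these data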;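 further: 0% = LYPLA2 with DMSO and 100% = wells lacking LYPLA2 enzyme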
PAFAH1B2 FP inh: blocks human PAF acetylhydrolase 1b catalytic subunit 2. P68402. recombinant PAFAH1B2, FP-rhodamine activity probe, fluorescence polarization. inhibition, % at 3.39 µM. 340,000 tested, 1.2% active. AID 492953;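 active means inhibition above the mean of all tested compounds plus 3 SD, cut at about 24% in these data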;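 further: 0% = enzyme with DMSO and 100% = wells lacking PAFAH1B2; many of its hits are not listed in these tables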
Target sequence (P68402 whole entry, looked up): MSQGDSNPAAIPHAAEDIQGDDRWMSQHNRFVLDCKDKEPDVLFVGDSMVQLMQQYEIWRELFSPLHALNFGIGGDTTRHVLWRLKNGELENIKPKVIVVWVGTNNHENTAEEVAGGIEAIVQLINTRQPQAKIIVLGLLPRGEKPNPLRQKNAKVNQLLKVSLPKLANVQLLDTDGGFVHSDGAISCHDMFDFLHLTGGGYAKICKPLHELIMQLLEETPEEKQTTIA
GSTO1 counter: GSTO1 inhibition, counter-screen for RBBP9 inhibitors. inhibition, % at 5.96 µM. 300,000 tested, 1.1% active. P78417. recombinant GSTO1, activity-based probe fluorescence polarization;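 active means inhibition above the campaign mean inhibition plus 3 SD, cut at about 35% in these data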;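 further: 0% = GSTO1-1 with DMSO and 100% = wells lacking GSTO1-1 enzyme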
* marks the source's active call; other numbers are inactive results; · = not tested or not shown.

SMILES	PAD4 inh	PREPL inh	PAFAH1B3 inh	LYPLA1 counter	pPAFAH inh	PME-1 primary	LYPLA2 counter	PAFAH1B2 FP inh	GSTO1 counter
O=C(CNC(=O)c1ccc(S(=O)(=O)N2CCCC2)cc1)N/N=C/c1ccc(F)cc1	4	1	2	0	1	0	6	1	6
COc1cc(CNC(C)(C)CO)cc(Br)c1OCc1ccccc1	2	-17	3	-3	4	3	-3	-1	-1
COc1ccccc1NC(=O)C(CC=C(Cl)Cl)C(C)=O (configuration not stated)	-3	-7	3	0	3	0	5	5	-2
COc1ccc(CNC(=O)Cn2nc([N+](=O)[O-])c(Br)c2C)cc1OC	-2	3	9	1	1	4	2	-4	-12
COc1ccc(OC)c(C(c2nnnn2CCC(C)C)N2CCN(C(=O)c3ccco3)CC2)c1 (configuration not stated)	0	5	0	-3	3	1	2	0	-1
CCOc1ccc(S(=O)(=O)NCCC(=O)N(C)Cc2ccc(C)o2)cc1	-2	-3	2	0	-1	4	4	-1	8
CC(C)COC(=O)CCn1[nH]c(=O)c2ccccc2c1=O	-9	3	2	0	-6	-6	4	2	-5
O=C(C1CCN(Cc2ccc(Cl)cc2)CC1)N1CCN(Cc2ccc3c(c2)OCO3)CC1	-1	27	5	0	7	1	5	-2	-4
COC(=O)CC1(c2ccccc2)C(=O)c2ccccc2C1=O	5	19	-6	-1	0	2	5	2	-3
Cc1cc([N+](=O)[O-])ccc1-c1ccc(/C=N/NC(=O)Cc2ccccc2)o1	-5	0	4	0	6	3	6	-3	-1
COc1ccc(OC)c(C2N(c3cc(C)on3)C(=O)C3CCCN32)c1 (configuration not stated)	-1	10	6	1	4	-5	2	7	1
C=CCN1C(=O)/C(=C/c2ccc(-c3ccc(F)cc3)o2)SC1=S	-4	0	-3	-1	4	-1	-6	4	2
O=C(CSc1nnnn1-c1cccnc1)Nc1ccc(OCc2ccccc2)cc1	-5	0	1	-1	5	-6	-3	21	4
CC(=O)N1CCN(C2c3cccc4cccc(c34)C2NS(=O)(=O)c2ccccc2)CC1 (configuration not stated)	-7	17	7	-1	6	-1	-4	1	1
COc1ccc(N2CCN(C(=O)c3ccc(C(C)(C)C)cc3)CC2)cc1	2	9	-1	6	7	-2	79*	-1	3
COc1cc(Br)c(CN2C(=O)NC3(CCCCCC3)C2=O)cc1OC	-3	9	2	-3	-7	-6	-5	7	5
CCNc1nc(Oc2ccc(F)cc2)cc(C(F)(F)F)n1	-1	10	11	-2	-10	-2	-3	2	-5
COc1ccc(NC(=S)NNC(=O)Cn2nc([N+](=O)[O-])cc2C)cc1	-4	0	1	1	0	0	-3	3	-3
COc1cc(CN(C)CCc2ccccn2)cc(OC)c1OC	-7	-6	3	1	1	2	3	-1	1
Cc1cc(OC(C)C(=O)N(Cc2ccco2)C2CCS(=O)(=O)C2)ccc1Cl (configuration not stated)	-2	12	-1	1	7	7	-5	5	4
Cc1cc(C)c(S(N)(=O)=O)c(C)c1N(C)S(=O)(=O)c1ccccc1	1	6	7	-2	-1	6	-2	8	1
N#Cc1ccccc1CSc1ncccc1C(=O)O	-3	12	-5	-6	1	-5	-11	3	-2
Cc1nc2ccc(NC(=O)CS(=O)(=O)c3ccccc3)cc2s1	5	-13	3	0	5	-1	0	-2	-5
O=C(/C=C/c1cccc([N+](=O)[O-])c1)NC(=S)Nc1cccc(NC(=O)c2ccccc2Cl)c1	3	10	-7	-9	2	-6	-8	-7	-2
Cc1c(NC(=O)CSCc2ccc(Br)cc2)c(=O)n(-c2ccccc2)n1C	7	7	2	-3	1	-2	-7	9	8
O=[N+]([O-])c1c(Nc2ccccc2)ccc2nonc12	-7	-1	15	1	-2	-1	0	4	10
CCOc1ccc(C(=O)OCc2nnc(-c3cccs3)o2)cc1OC	-1	8	9	-1	-4	1	5	0	-3
CCC1Oc2ccccc2N(CC(=O)N2CCOCC2)C1=O (configuration not stated)	1	5	4	1	2	-1	13	8	4
CCc1ccc(NC(=O)C2CCN(S(=O)(=O)c3c(C)[nH]c(=O)[nH]c3=O)CC2)cc1	-1	3	9	1	2	-5	4	4	2
COCCOC(=O)C1=C(C)NC2=C(C(=O)CC(C)(C)C2)C1c1cccnc1 (configuration not stated)	-2	0	4	2	4	-6	0	3	-3
O=C(C1CCCN(S(=O)(=O)c2cc(Cl)ccc2Cl)C1)N1CCOCC1 (configuration not stated)	-6	12	11	4	3	7	5	5	0
Cc1ccc(S(=O)(=O)N(C)CC(=O)NC2CC(C)(C)NC(C)(C)C2)cc1	0	11	0	0	-1	3	3	3	-5
CCOC(=O)c1ccc(-n2c(CN3CCC(O)CC3)nc3ccc([N+](=O)[O-])cc3c2=O)cc1	1	18	10	-4	4	-2	2	-3	-4
Cc1ccc(NC(=O)c2cc3c(CO)cnc(C)c3oc2=Nc2cccc(C(N)=O)c2)cc1	-5	24	3	-1	7	0	0	-1	2
Cc1cc2c(cc1C)CN(c1ccccc1)C2	-3	-6	3	5	8	-5	-1	-8	-1
O=C(CSc1nnc(-c2ccc(O)cc2)n1-c1ccccc1)CC(=O)Nc1ccccc1	-9	19	1	-7	14	-9	-8	4	-13
CCOC(=O)C1(Cc2ccccc2)CCN(Cc2cnn(-c3ccccc3)c2)CC1	-6	-28	5	0	-7	-4	0	2	12
CCOC(=O)N1CCN(C(=O)C2CCN(S(=O)(=O)c3ccc(OCC)cc3)CC2)CC1	-8	9	5	-1	2	-1	-5	11	1
CNC(=O)NC(=O)C(OC(=O)CCNS(=O)(=O)c1ccccc1)c1ccccc1 (configuration not stated)	-2	8	5	-2	14	6	0	2	-1
CCN(C(=O)COC(=O)c1ccc2c(c1)OCO2)c1ccc(F)cc1	-4	-4	5	·	8	·	·	10	·
O=C(CSc1ccccn1)Nc1nncs1	5	4	-7	2	-5	-5	-5	6	26
CC1CCCCN1CCCNC(=O)C1CCCN(c2ncnc3c2nc2n3CCCCC2)C1 (configuration not stated)	-4	0	2	2	-1	-6	0	-2	-4
O=C(NCC1CCCO1)c1cccc(NS(=O)(=O)c2ccccc2)c1 (configuration not stated)	-3	0	-6	-1	5	1	3	-3	3
CCCCN=C1NN=C(c2ccc3c(c2)OCCO3)CS1	-2	-2	·	-3	0	0	0	·	1
COC(=O)C(Cc1c[nH]c2ccccc12)NC(C)=O (configuration not stated)	-2	-1	0	0	2	0	-5	-1	5
OC1(c2ccccc2F)CCN(Cc2nnnn2CCc2ccccc2)CC1	-2	-6	4	-2	5	-9	0	0	-1
CSc1ccc(NC(=O)/C=C/C(=O)O)cc1	-3	0	-8	2	5	8	-1	1	1
CCOC(=O)c1sc(NC(=O)c2cccnc2)c(C#N)c1C	3	-1	9	-4	9	-2	-1	3	-9
CCC(=O)c1ccc(OCc2ccc(C(=O)OC)cc2)cc1	5	-8	7	2	1	5	0	0	-2
NCCCC[C@H]1CN=C(N)N1CCCCC1CCCCC1	-5	13	12	2	5	3	3	-6	1
CCCCN(C(=O)Cc1cccc(F)c1)c1c(N)n(CCC)c(=O)[nH]c1=O	-1	15	-2	1	2	1	-3	0	3
COc1ccc(C(c2nnnn2Cc2cccs2)N2CCN(c3ccccc3F)CC2)cc1OC (configuration not stated)	-1	1	-6	-3	0	6	-5	1	-2
Cc1ccc(NC(=O)C2CCCN(c3ncnc4c3nc3n4CCCCC3)C2)nc1 (configuration not stated)	-2	0	9	1	-2	-1	1	-1	-16
CN1C2CCC1CC(OC(=O)C(CO)c1ccccc1)C2 (configuration not stated)	2	6	0	-6	4	-2	-4	1	-1
CCc1ccc2c(CN3CCc4cc(OC)c(OC)cc4C3)cc(=O)oc2c1	-5	33	-12	-3	3	-3	-3	-4	1
CN1CC(COCc2ccccc2)Oc2ccccc2S1(=O)=O (configuration not stated)	-2	·	3	·	8	·	·	2	·
CC1CCCN(C(=O)COC(=O)Cc2c[nH]c3ccccc23)C1 (configuration not stated)	-6	15	2	-3	1	1	1	-2	·
CCN1CCN(C(=O)NC(c2ccc(C)c(F)c2)C(Cl)Cl)CC1 (configuration not stated)	2	5	7	-4	11	0	-5	3	-3
O=C1c2ccccc2C(=O)c2c1ccc(C(=O)N1CCCCC1)c2NCCO	4	11	7	2	1	8	4	0	-12
Cc1ccc(C(=O)OCC(=O)NC2CCCCC2)o1	2	10	5	1	8	1	-6	4	4

One compound at a time, from the list above.
Shown for `CSc1ccc(NC(=O)/C=C/C(=O)O)cc1` = PAD4 inh: -3; PREPL inh: 0; PAFAH1B3 inh: -8; LYPLA1 counter: 2; pPAFAH inh: 5; PME-1 primary: 8; LYPLA2 counter: -1; PAFAH1B2 FP inh: 1; GSTO1 counter: 1
Shown for `COc1ccc(C(c2nnnn2Cc2cccs2)N2CCN(c3ccccc3F)CC2)cc1OC` (configuration not stated) = PAD4 inh: -1; PREPL inh: 1; PAFAH1B3 inh: -6; LYPLA1 counter: -3; pPAFAH inh: 0; PME-1 primary: 6; LYPLA2 counter: -5; PAFAH1B2 FP inh: 1; GSTO1 counter: -2

Following part.
SMILES	PAD4 inh	PREPL inh	PAFAH1B3 inh	LYPLA1 counter	pPAFAH inh	PME-1 primary	LYPLA2 counter	PAFAH1B2 FP inh	GSTO1 counter
CC1CN(C(=O)CN2C(=O)NC3(CCCCCC3)C2=O)CC(C)O1 (configuration not stated)	1	1	0	-2	4	2	5	1	11
CN1CCN(C(=O)c2ccc3c(=O)n(-c4ccc(F)cc4)c(=S)[nH]c3c2)CC1	-1	4	5	1	7	-2	2	4	7
CC1CCCCC12NC(=O)N(CC(=O)c1ccc(Cl)s1)C2=O (configuration not stated)	-4	3	3	-1	5	0	-4	-5	-1
Cc1ccccc1OCC(=O)Nc1ccc([N+](=O)[O-])cc1	-3	12	1	3	0	-1	4	1	0
COc1c(C=O)c(CCN(C)C(=O)c2ccc(F)cc2)cc2c1OCO2	4	6	0	2	7	6	2	-2	-4
CCOC(=O)C1(Cc2ccccc2)CCN(Cc2cnn(CC)c2)CC1	-5	9	-4	-2	0	6	5	2	4
O=C(Nc1ccccc1C(=O)N1CCOCC1)C1CC(=O)N(c2ccc(F)cc2)C1 (configuration not stated)	-2	12	-4	0	4	-2	0	3	-5
O=C(N/N=C/C=C/c1ccccc1)NC1CCCCC1	-7	15	4	1	0	-5	4	-3	-3
O=C(/C=C/c1cccs1)Nc1ccc([N+](=O)[O-])cc1	3	3	-1	0	4	-1	-3	-5	3
Cc1ccc2nc(SCC(=O)Nc3cc(C(F)(F)F)ccc3N3CCOCC3)[nH]c2c1	-2	-1	-3	-2	-5	-63	-4	6	-5
CC1=Nn2c(nc3sc4c(c3c2=O)CCCC4)SC1	-1	26	2	-2	2	-5	9	-1	0
Clc1ccc(C2CC(c3ccco3)n3ncnc3N2)cc1Cl (configuration not stated)	5	-1	-2	0	2	2	6	2	0
CCc1nnc(NC(=O)CSc2nnc(Cc3ccccc3)o2)s1	-6	-7	5	0	4	-1	1	2	15
CCCNC(=O)c1cc(SC)ccc1Cl	-3	6	1	1	3	0	0	0	-2
CC/C(=N\O)c1c(O)c2c(n(-c3ccccc3)c1=O)CCCC2	0	-4	-4	-5	4	-4	-2	2	12
COC(=O)c1cn(C)c2ccc(S(=O)(=O)N3CCCC3)cc2c1=O	0	14	8	2	-3	5	6	5	6
O=C(Cc1ccccc1Cl)Nc1cccc(S(=O)(=O)N2CCCCCC2)c1	0	18	-3	-8	-5	-12	-18	6	·
COCCNC(=O)/C(C#N)=C/c1cccc(NC(=O)c2ccccc2Cl)c1	1	-5	13	-1	3	-4	0	4	-4
CCC(=O)Nc1ccc(C(=O)COC(=O)Cc2ccsc2)cc1	-4	1	11	1	-4	0	7	7	·

A portion of the library; the hit share may differ from the screen's.
